Screening results (PubChem BioAssay)
GCN5L2 inh: blocks human GCN5L2 histone acetyltransferase. Q92830. GCN5L2 HAT assay, ThioGlo1 CoA-SH fluorescence. Potency, µM (highest dose often 58.9 µM), without a hit: top-dose activity change, negative = inhibition, actives largely listed as inhibitors. 390,000 compounds, 0.21% hits. AID 504327
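GCN5L2 (20nM final) in 50mM HEPES, 0.1mM EDTA pH 7.5, 0.01% Tween-20 was preincubated 15 min at room temperature with compound, then given ThioGlo1 (50uM), H3(1-25) peptide (75uM) and acetyl-CoA (70uM); CoA-thiol fluorescence (Ex340/Em540) was read at 0 and 20 min.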
FEN1 inh: blocks human flap endonuclease 1; Recombinant FEN1 flap cleavage, fluorescence, 15 min; P39748; Potency, µM (highest dose often 114 µM), for the others: at the highest dose activity change, negative = inhibition, most hits filed as inhibitors; 390,000 compounds, 0.35% hits; also: nearly all actives have a fitted effect of over 65% in size
Target sequence (P39748 whole entry, looked up): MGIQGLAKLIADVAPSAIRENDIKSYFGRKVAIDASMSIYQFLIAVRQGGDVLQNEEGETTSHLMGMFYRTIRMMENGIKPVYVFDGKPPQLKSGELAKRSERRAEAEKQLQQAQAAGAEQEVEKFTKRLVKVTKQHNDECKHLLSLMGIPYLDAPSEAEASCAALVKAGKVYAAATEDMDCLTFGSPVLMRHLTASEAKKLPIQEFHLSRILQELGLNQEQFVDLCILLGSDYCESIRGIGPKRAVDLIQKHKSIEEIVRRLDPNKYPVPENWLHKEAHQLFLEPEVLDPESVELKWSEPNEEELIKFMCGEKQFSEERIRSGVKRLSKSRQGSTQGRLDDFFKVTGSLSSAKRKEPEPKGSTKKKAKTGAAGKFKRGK
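In this screen, 50 nM flap DNA substrate was added to 10 nM FEN1 pretreated with compound for 15 min at room temperature; cleavage was followed with reads at 0 and 15 min, and Hill fitting gave concentration–response parameters.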
N370S GC: inhibits or activates N370S mutant glucocerebrosidase | P04062 | N370S GC spleen homogenate, 4MU-glucoside fluorescence | Potency, µM (titrated, usually from 59.4 µM), for the others: at the highest dose activity change, negative = inhibition, most hits filed as inhibitors | 330,000 compounds, 0.092% hits | AID 2101;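 also: 0% = full enzyme activity and -100% = no enzyme basal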
The depositor's hits bear a star; ? = inconclusive; / = not tested or not shown; & = joins results of further samples. Calls follow the shape of the dose curve; as a rule, active = well fitted curve in the direction sought with a large enough effect; inconclusive = small, poorly fitted or top-dose-only effect, or another doubt; inactive = no such curve, though single readings can be large; an effect the other way counts as inactive or inconclusive. Unless noted, % is scaled to controls: 0 for no effect and ±100 for the full control effect; potency is read from the fitted curve at half-maximal effect.

SMILES | GCN5L2 inh | FEN1 inh | N370S GC
O=C(CCCN1C(=O)/C(=C/c2ccc3c(c2)OCO3)SC1=S)Nc1cccc(C(=O)O)c1 | -27.4% | -26.9% | 16.1%
CCOCCCn1c(SC(C(=O)Nc2cc(C)ccc2C)c2ccccc2)nnc1-c1ccc(Cl)cc1 (stereo not given) | -4.0% | 13.6% | 1.0%
Cc1ccc(CNC(=O)c2cnc3c(-c4ccccc4)c(C)nn3c2C)o1 | 26.7% | 13.6% | /
Cc1nc(Oc2ccccc2C)c2oc3ccccc3c2n1 | -8.1% | 12.9% | /
O=C1CCC/C1=C/Nc1cccc(F)c1 | -6.3% | 4.5% | -5.0%
Cc1noc(C)c1C(=O)N1CCC2(CCCN(C(=O)Nc3cccc(F)c3)C2)CC1 | 0.2% | / | 2.3%
c1ccc(Cc2nnc3sc(-c4ccccn4)nn23)cc1 | -19.3% | -12.2% | 3.8%
O=C1/C(=C/c2ccc(F)cc2)SC(=S)N1CC(=O)N1CCCCC1c1cccnc1 (stereo not given) | -10.4% | 16.8% | -17.0%
CCOC(=O)C1=C(C(F)(F)F)Nc2ncnn2C1c1ccc(OC)c(OC)c1OC (stereo not given) | 2.4% | -4.6% | ?
CC(=O)C(Cc1cnc(Cl)s1)(Cc1cnc(Cl)s1)C(C)=O | -6.4% | 1.7% | 11.9%
CCS(=O)(=O)N1CCN(c2nc(-c3ccccc3)cs2)CC1 | -1.1% | 3.4% | 3.2%
COc1ccc(CCNC(=O)Cc2cccc(C(F)(F)F)c2)cc1OC | -1.1% | 9.8% | -11.7%
O=C(CN(CCc1ccccc1)S(=O)(=O)c1ccc(Br)cc1)N/N=C/c1ccccc1C(=O)O | -2.0% | -11.9% | 23.3%
CCCc1cc(C(=O)NC2CCCCC2)no1 | -3.4% | -1.9% | 7.7%
Cc1ccc(NC(=O)CSc2nc(-c3cccs3)nc3cc(=O)[nH]n23)cc1 | -21.2% | -13.5% | /

Some of these compounds in order of number of heavy atoms, highest first.
SMILES | GCN5L2 inh | FEN1 inh | N370S GC
O=C(CN(CCc1ccccc1)S(=O)(=O)c1ccc(Br)cc1)N/N=C/c1ccccc1C(=O)O | -2.0% | -11.9% | 23.3%
Cc1noc(C)c1C(=O)N1CCC2(CCCN(C(=O)Nc3cccc(F)c3)C2)CC1 | 0.2% | / | 2.3%
c1ccc(Cc2nnc3sc(-c4ccccn4)nn23)cc1 | -19.3% | -12.2% | 3.8%

Carrying on:
SMILES | GCN5L2 inh | FEN1 inh | N370S GC
Nn1c(COc2ccccc2F)nnc1SCC(=O)NC1CCCCC1 | -1.5% | 7.3% | -0.7%
CC(OC(=O)c1ccc(NC(N)=O)cc1)C(=O)Nc1ccc2c(c1)OCCO2 (stereo not given) | 2.2% | -2.9% | /
COCCCn1c(SCC(=O)NCc2ccccc2)nc2ccccc2c1=O | -3.3% | 6.4% | 4.0%
c1ccc(CN2CCN(c3ncccn3)CC2)cc1 | 0.3% | -4.2% | -1.5%
CC1=NN(c2ccc(C)cc2C)C(=O)C1C(c1ccccc1O)C1C(=O)N(c2ccc(C)cc2C)N=C1C (stereo not given) | -6.1% | -9.4% | -3.6%
COc1cccc(C2C(C(=O)c3ccc(C)o3)=C(O)C(=O)N2CCN2CCOCC2)c1OC (stereo not given) | -19.0% | -2.9% | -8.9%
COc1ccc(C(C(=O)NC2CCCC2)N(C(=O)c2snc(-c3ccc(F)cc3)c2N)c2ccc(OC)cc2)cc1 (stereo not given) | -23.5% | 2.6% | 7.9%
Cc1ccc(S(=O)(=O)NCCC(=O)NCC(c2ccco2)N2CCCCC2)cc1C (stereo not given) | -4.5% | -8.7% | -6.3%
COc1ccccc1NC(=O)CSc1ccc(-c2ccccn2)nn1 | ? | 4.8%&-13.8% | 0.2%
Cc1c(Cl)cccc1NC(=S)N(Cc1cccnc1)Cc1ccccc1Cl | -13.2% | 15.0% | -11.9%
COc1c(F)c(F)c(C(=O)O)c(Nc2cc(C)cc(C)c2)c1F | -0.8% | -1.7% | 7.6%
CCN1C(=O)c2ccc(C(=O)NCc3ccccc3)cc2C1=O | -8.9% | 3.4% | 8.8%
CC1CCN(C(=O)CSc2nncn2C)CC1 | 8.6% | 5.2% | 4.0%
CCCCCOC(=O)CSc1nc2sc3c(c2c(=O)n1Cc1ccccc1)CC(C)(CC)OC3 (stereo not given) | -2.8% | -10.1% | /
OCC1(CCCc2ccccc2)CCN(C2CCC2)CC1 | -2.4% | -10.0% | -5.4%
COCc1ccc(C(=O)NC2CC(C)(C)Cc3c2cnn3-c2ccc(OC)cc2)o1 (stereo not given) | 4.4% | 4.6% | 3.3%
CCn1ccc2cc(S(=O)(=O)N3CCCN(C(=O)Nc4ccccc4OC)CC3)ccc21 | 16.5% | -15.3% | /
CC(C)(C)OC(=O)N[C@@H](Cc1ccccc1)c1nnc(SCC(=O)O)o1 | 0.4% | -10.8% | 5.6%
CC(C)(C)N=Cc1cc(-c2ccccc2)sc1O | -0.7% | -6.3% | /
N#Cc1ccc(NCC(=O)Nc2ccc(S(=O)(=O)N3CCCCC3)cc2)cc1 | -6.4% | 5.4% | /
O=C1CCN(Cc2ccccc2)S(=O)(=O)c2c(F)cc(F)cc21 | 0.7% | -19.8%&-8.7% | /
CCN(CC)S(=O)(=O)c1ccc(N2CCOCC2)c(NC(=O)C2CCCC2)c1 | -3.5% | -6.5% | 13.7%
CC(C)(C)n1nnc(CCc2nnn(C(C)(C)C)n2)n1 | 1.2% | -3.3% | 8.1%
O=C(OCC(=O)N1CCCc2ccccc21)c1cccc(S(=O)(=O)N2CCOCC2)c1 | 1.1% | -7.9% | -15.6%
COCCNC(=O)c1onc(CSc2ccc(C(C)C)cc2)c1C(=O)O | -13.1% | 24.0% | 7.1%
COCCNS(=O)(=O)c1ccc(C2CNC(=O)C2)cc1 (stereo not given) | 0.5% | -0.1% | -1.5%
CC1=C(C(=O)Nc2ccccc2)C(c2ccc(Cl)cc2)n2c(s/c(=C/c3cccc(OCC(=O)O)c3)c2=O)=N1 (stereo not given) | ? | ? | 7.3%
COCCn1cnc2c1c(=O)n(Cc1cc(C(C)=O)ccc1OC)c(=O)n2Cc1ccccc1 | -12.8% | 2.6% | -1.0%
Cc1ccc(N(C(=O)C2CCCC2)C2C=CS(=O)(=O)C2)cc1C (stereo not given) | 1.2% | 1.5% | -7.1%
CC(=O)N1CCOc2ccc(S(=O)(=O)NCc3ccc(F)cc3)cc21 | -14.1% | 15.2% | 2.2%
Cc1ccc2occ(/C=N/NC(=O)c3ccc(Cl)cc3)c(=O)c2c1 | -1.4% | -4.1% | -16.4%
COCCNC(=O)c1ccc(-n2c(-c3ccccc3)cc3c2CCC(C)C3)cc1 (stereo not given) | -4.1% | -4.4% | /
O=C(c1cccn2c(=O)c3ccccc3nc12)N1CCN(c2ccccn2)CC1 | -1.4% | 3.4% | 5.4%
COc1ccc(-c2noc(C3CC(=O)N(c4ccc(C)c(F)c4)C3)n2)c(OC)c1 (stereo not given) | -4.6% | 3.1% | /
Cc1cc2c(ncn2Cc2ccccc2)c(N)c1C | -2.1% | -3.0% | -1.9%
CCOC(=O)CCCn1ccc2cc(S(=O)(=O)N3CCCC3)ccc21 | -1.6% | -2.6% | -40.1%
COCCN(C(=S)Nc1cccc(Cl)c1C)C(C)c1ccco1 (stereo not given) | -10.9% | 0.1% | 3.8%
COc1cc(C(=O)Nc2nnc(S(=O)(=O)N3CCCCCC3)s2)cc(OC)c1OC | -7.1% | 18.5% | 22.4%
Cc1ccc(-c2cc(C(=O)N3CC(C)CC(C)C3)c3ccccc3n2)o1 (stereo not given) | -15.3% | -5.8% | ?
O=C1CC/C=C\C[C@@H](CC(=O)N(CCO)Cc2ccccc2)C(=O)NCCO1 | -0.7% | -3.2% | /
CCc1ccc2nc(N3CCN(C)CC3)c(C#N)cc2c1 | 0.7% | 6.4% | 10.5%
Cc1ccc(NC(=O)Cn2cc(S(=O)(=O)c3ccc(F)cc3)c(=O)c3cc(F)ccc32)cc1 | -0.6% | 17.5% | 13.4%
CC(=O)N1CC(C(=O)Nc2ccc3c(c2)OCO3)Oc2ccccc21 (stereo not given) | -17.1% | -3.6% | /
O=C(C1CCC(Cn2c(=O)c3sccc3n(Cc3ccccc3F)c2=O)CC1)N1CCOCC1 (stereo not given) | -0.8% | -8.8% | /
COc1ccccc1NC(=O)Cn1cnc2c(nc3n2CCCCC3)c1=O | -14.8%&-14.0% | -3.1%&5.2% | 27.3%
CCc1ccccc1NC(=O)c1ccc(NS(C)(=O)=O)cc1 | 0.4% | -7.5% | -6.8%
Cc1ccc(CNC(=O)C(c2ccccc2)c2ccccc2)cc1 | -6.6% | 1.7% | -0.7%
COc1ccccc1CNC(=O)CCC(=O)Nc1nnc(C(C)C)s1 | -1.6% | 0.7% | ?
CCn1ccc2cc(S(=O)(=O)N3CCCN(C(=O)NCC(C)C)CC3)ccc21 | 15.5% | 6.9% | /
CCCCCCCCCCCCC(O)C(=O)O (stereo not given) | -21.1% | / | 4.9%&-8.5%
CCOC(=O)N1CCC(NC(=O)c2ccc3c(Cl)c4c(nc3c2)CCCC4)CC1 | -6.8% | 20.3% | 21.5%
O=C(C/C=N\OCc1ccc([N+](=O)[O-])cc1)Nc1ccc(Br)cc1 | -3.9% | 3.9% | 5.3%
Cc1cc(C(=O)N/N=C/c2cccc(Cl)c2Cl)no1 | -4.5% | -2.4% | -0.2%
CC(=O)N1N=C(c2ccc(Cl)cc2)OC1c1ccc(C(C)C)cc1 (stereo not given) | -5.8% | 7.0% | 12.7%
CC(C)(C)OC(=O)N1CCC(Cc2cc(-c3cccc(Br)c3)no2)(C(=O)O)CC1 | -0.8% | -3.5% | -0.4%
O=C(Cn1cnc2ccccc21)NC(c1ccccc1)c1ccccc1 | -6.3% | -0.5% | 10.5%
CC(C)Sc1nc2ccccc2c(=O)[nH]1 | -4.9% | -13.4% | 6.7%
CC(C)(C)c1ccc(C(CC(=O)O)NC(=O)CCCc2ccccc2)cc1 (stereo not given) | -4.6% | -3.8% | 0.4%
COc1ccccc1CN1CCNC(=O)C1CC(=O)NC1Cc2ccccc2C1 (stereo not given) | 14.2% | -4.0% | -20.4%
CCn1c(=O)c2cc(C(=O)Nc3cccc(C(F)(F)F)c3)sc2c2ccccc21 | -6.5% | -0.6% | /

Continued:
SMILES | GCN5L2 inh | FEN1 inh | N370S GC
CC(C)OC(=O)CSc1n[nH]c(-c2cccnc2)n1 | -3.5% | 0.2% | -13.2%
CC(C)c1ccc(S(=O)(=O)N2CCN(CC(=O)Nc3ccccc3C(F)(F)F)CC2)cc1 | -1.5% | -10.5% | /
Cc1ccc(-n2nnnc2SCC(=O)c2c(N)n(C3CC3)c(=O)[nH]c2=O)cc1C | -8.5% | -14.4% | /
COc1ccc(NCC(=O)N/N=C/C(C)c2ccccc2)cc1 (stereo not given) | 1.1% | 0.9% | 1.4%
COc1cc(C)nc2nc(SCc3ccccc3)nn12 | -2.5% | 0.6% | 7.9%
C=CCNC(=O)c1ccccc1NC(=O)c1ccccc1C | -4.1% | 2.3% | 5.1%
Cc1ccc(S(=O)(=O)CC(=O)Nc2nc3ccc(S(N)(=O)=O)cc3s2)cc1 | -8.1% | -0.1% | -16.0%
Cc1cccc(NC(=O)CN2C(=O)N/C(=C/c3ccc(-c4cccc(C(=O)O)c4C)o3)C2=O)c1 | -10.2% | -14.3% | 3.4%
O=[N+]([O-])c1cccc(-c2nc(Oc3ccc(Cl)cc3)c3ccccc3n2)c1 | -5.8% | / | -4.0%
O=C(Cn1cc(C(F)(F)F)ccc1=O)NC(c1ccccc1)c1ccccc1 | 2.8% | 1.4% | 4.1%
Cc1cccc(CSc2nnc(NC(=O)c3ccco3)s2)c1 | -5.7% | 2.7% | 1.4%
C[C@](N)(C(=O)O)c1ccc(-c2nn[nH]n2)cc1 | -2.0% | / | 12.4%
Cc1ccccc1C(=O)Nc1ccccc1C(=O)OCc1cc(=O)n2nc(C3CC3)sc2n1 | 23.7% | 13.4% | /
COc1ccc2oc(C(=O)OCC(=O)N(C)C3CCCCC3)c(C)c2c1 | -6.0% | 8.4% | -10.9%
CCN1C(=O)C2(C(C#N)=C(N)Oc3c2c(C)nn3-c2ccccc2)c2ccccc21 (stereo not given) | 3.6% | -18.3% | -3.8%
Cc1oc(-c2cccc(Cl)c2)nc1CN1CCC(C(=O)NC2CC2)CC1 | -2.1% | 15.7% | 0.5%

An excerpt of these results, with each value named.
C=CCNC(=O)c1ccccc1NC(=O)c1ccccc1C
  GCN5L2 inh = -4.1%
  FEN1 inh = 2.3%
  N370S GC = 5.1%
Cc1cccc(CSc2nnc(NC(=O)c3ccco3)s2)c1
  GCN5L2 inh = -5.7%
  FEN1 inh = 2.7%
  N370S GC = 1.4%
Cc1ccc(S(=O)(=O)CC(=O)Nc2nc3ccc(S(N)(=O)=O)cc3s2)cc1
  GCN5L2 inh = -8.1%
  FEN1 inh = -0.1%
  N370S GC = -16.0%
COc1cc(C)nc2nc(SCc3ccccc3)nn12
  GCN5L2 inh = -2.5%
  FEN1 inh = 0.6%
  N370S GC = 7.9%

Only part of the results is shown (hit frequency here may not be typical).
